Source: PubChem BioAssay (several laboratories)
M17LAP inhibition = P. falciparum M17LAP inhibitors, primary screen, biochemical, fluorogenic H-Leu-NHMec substrate, 1536-well (AID 1619); recombinant M17LAP, H-Leu-NHMec fluorogenic kinetic assay; higher % means a stronger effect; inhibition, % at 30 µM; hits with a dose series show IC50 in µM; hit rate 0.38% among 220,000;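 active = compound inhibiting the enzyme by more than half at any dose during confirmatory dose-response retesting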;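 also: plate controls were full reaction with DMSO carrier for no effect and no enzyme background for full effect; strong numbers were not always called active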
Dynein transport = dynein cargo transport inhibition; 3617.4 mouse cells, GR-EGFP nuclear translocation imaging; test concentration mostly 20 µM; stimulated with dexamethasone, 1 µM; active compounds read low; z-score, hits read low; hit rate 0.47% among 220,000; AID 1381;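 active = plate z-score of nuclear minus cytoplasmic receptor signal below a set negative limit, without overly bright fluorescence or cell loss, cut at about -3.5 in these data, passing the limit was not always enough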;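 also: z-score of nuclear minus cytoplasmic ring GR-EGFP intensity difference per well; some compounds called inactive have numbers as strong as hits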
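Buffer or medium: tet-free, stripped-serum medium; reagent: dexamethasone at 1.0 µM final, 30 min; incubation: 48 h induction, 1 h compound, 30 min dex at 37 °C; measured by: formaldehyde fixation, Hoechst nuclear stain, 10x automated fluorescence imaging; read-out: nuclear-to-cytoplasmic GR-EGFP distribution per well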
ER stress rescue = protection against thapsigargin-triggered cell killing – 384-well, CSM14.1, ATP luminescence, primary screen (AID 1222); one-dose cellular ATP content (survival), % at 20 µM; EC50 in µM for titrated hits; 190,000 tested, under 10 active; CSM14.1 thapsigargin-induced death rescue, ATP luminescence; higher % means a stronger effect;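 active = EC50 below 50 µM in the dose-response confirmation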;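 also: death triggered by thapsigargin at about 15 µM added after 2 h compound pretreatment; cell ATP read after overnight thapsigargin exposure of roughly 18 to 22 hours; normalized against plate controls of thapsigargin alone and 5% DMSO vehicle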
Hep lipid drop = hepatic lipid droplet formation modulation; AML12 mouse hepatocytes, oleate lipid droplets, BODIPY imaging; inhibition, % at 6.5 µM; hit rate 0.4% among 240,000; AID 1656;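 active = lipid droplet intensity inhibited by at least 50%, with more than 500 cells counted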
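Test system: AML12 mouse liver cells; schedule: overnight exposure; technique: high-content imaging of BODIPY-stained droplets and DAPI nuclei; read-out: % inhibition of corrected integrated BODIPY droplet signal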
Ins promoter up = MIN6 insulin promoter up-regulation; z-score at 5 µM; hit rate 0.3% among 190,000; MIN6 insulin promoter-GFP reporter, high-content imaging; active compounds read high;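 active = z-score above 3 at 5 µM with at least 500 cells counted in the well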
M1AAP inhibition = malaria alanyl aminopeptidase activity blockers – biochemical, fluorogenic H-Leu-NHMec substrate, 1536-well (AID 1445); recombinant M1AAP, H-Leu-NHMec fluorogenic kinetic assay; higher % means a stronger effect; one-dose inhibition, % at 30 µM; IC50 in µM for titrated hits; hit rate 0.42% among 220,000;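 active = primary inhibition above the hit cutoff, then over 50% inhibition at one or more dose response concentrations, cut at about 23% in these data, passing the limit was not always enough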;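 also: plate controls were DMSO full reaction for no effect and no enzyme background for full effect; strong numbers were not always called active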
Yfh1-off respiration = enhancers of respiration in Yfh1-depleted yeast, dose response, Friedreich's ataxia, plus single-dose screen (AID 1465). hit rate 0.074% among 220,000. S. cerevisiae Yfh1-off respiration, WST-1 reduction, 72 h; higher fold induction means a stronger effect. one-dose fold induction at 50 µM; EC50 in µM for titrated hits;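 active = fold induction of absorbance versus untreated yeast above a set limit, then at least 30% activation at any dose in follow-up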;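 also: activators that raise dye reduction in frataxin-depleted yeast; strong numbers were not always called active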
Autophagy mod = modulators of autophagy; MEF GFP-LC3 puncta imaging; test concentration mostly 10 µM; calls only at 10 µM (by protocol); hit rate 0.98% among 190,000; AID 463193;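 active = percentage of spot-positive cells more than 3 SD above its plate mean, without a fluorescence outlier flag or 80% toxicity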;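 also: spot-positive cell cutoff set from DMSO-treated cells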
MT stabilize HCS = microtubule stabilization, imaging screen; HeLa tubulin immunostaining HCS, 24 h; share of cells brighter than vehicle mean+2SD; % tubulin-high responders, % at 10 µM; AID 2205; hit rate 0.83% among 200,000;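 active = plate Z-score above 3 for both tubulin-high and condensed-nucleus cell shares, with cell loss under 80%, at 10 µM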;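 also: anti alpha tubulin signal scored within the nucleus-defined area of each cell; some results filed as inactive read as strong as hits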
Dynein transport cytoplasmic EGFP = recorded beside Dynein transport, whose call it bears; z-score; measured here: cytoplasmic GR-EGFP intensity; active compounds read high
Dynein transport nuclear GR-EGFP = further read-out of Dynein transport, marked with its call; z-score; measured here: nuclear GR-EGFP intensity;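 lower value marks the stronger effect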
Dynein transport cell count = further read-out of Dynein transport, marked with its call; z-score; measured here: cell count per field
Ins promoter up cell count = recorded beside Ins promoter up, whose call it bears; cell count; measured here: cytotoxicity, nuclei count;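 total cells summed across four imaged fields per well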
Hep lipid drop cells 6.5 µM = further read-out of Hep lipid drop, marked with its call; cell count; measured here: cell count, cytotoxicity flag;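 cells counted across two imaged fields per well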
MT stabilize HCS Hoechst-high % = second read-out of MT stabilize HCS, no call of its own (marks repeat the call); % Hoechst-high responders; measured here: nuclear condensation Hoechst responders;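 share of cells brighter than vehicle mean plus two SD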
MT stabilize HCS cytotoxicity % = second read-out of MT stabilize HCS, no call of its own (marks repeat the call); toxicity, %; measured here: cytotoxicity by cell density;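 0% = mean cell density of plate MIN control wells and 100% = no cells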
Autophagy mod cell loss 18 h = recorded beside Autophagy mod, whose call it bears; toxicity, %; measured here: cell loss, nuclei count;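 cell loss after 18 h compound exposure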
* = called active by the depositor; i = inactive; nt = not tested or not shown; + = active, no number.

Screens by letter – A = M17LAP inhibition; B = Dynein transport; C = Dynein transport cytoplasmic EGFP; D = Dynein transport nuclear GR-EGFP; E = Dynein transport cell count; F = ER stress rescue; G = Hep lipid drop; H = Hep lipid drop cells 6.5 µM; I = Ins promoter up; J = Ins promoter up cell count; K = M1AAP inhibition; L = Yfh1-off respiration; M = Autophagy mod; N = Autophagy mod cell loss 18 h; O = MT stabilize HCS; P = MT stabilize HCS Hoechst-high %; Q = MT stabilize HCS cytotoxicity %
(1) CCCCN(CCCC)NC(=O)c1ccccc1
  A: -3.0%; B: -0.106; C: -0.283; D: 0.0824; E: 0.1; F: 13.2%; G: -12.2; H: 653; I: 0.13; J: 1340; K: 3.9%; L: i; M: i; N: 9.8; O: 2.3; P: 1.8; Q: 5.3
(2) COc1ccc(OC)c(S(=O)(=O)NCc2ccccc2)c1
  A: -11.7%; B: -0.0432; C: -0.223; D: 0.205; E: 0.279; F: -0.4%; G: nt; H: nt; I: 0.4; J: 1139; K: 3.0%; L: i; M: i; N: 8.2; O: 2.7; P: 1.3; Q: 9.5
(3) COc1ccc(N(CC(=O)NC(C)(C)C)S(=O)(=O)c2ccccc2)cc1OC
  A: 1.3%; B: 0.288; C: -0.158; D: 0.564; E: -1.05; F: -0.7%; G: nt; H: nt; I: 1.28; J: 1033; K: 7.5%; L: i; M: i; N: 9.1; O: 1.7; P: 1.7; Q: 0.1
(4) O=C(O)/C=C/c1cccc2c1OCCO2
  A: -13.7%; B: -0.793; C: -0.229; D: 0.00805; E: 0.533; F: nt; G: 6.8; H: 764; I: -0.97; J: 1154; K: 0.7%; L: i; M: nt; N: nt; O: nt; P: nt; Q: nt
(5) Cc1cccc(C)c1-n1c(C)cc(/C=N\Nc2ccc([N+](=O)[O-])cn2)c1C
  A: 12.8%; B: 0.185; C: 0.535; D: 0.05; E: -0.39; F: -3.2%; G: -41.0; H: 816; I: nt; J: nt; K: 8.6%; L: i; M: +; N: -8.0*; O: 1.0; P: 1.1; Q: 5.6
(6) CC(NC(=O)c1ccccc1NC(=O)CSc1nnnn1C)c1ccccc1 (centres undefined)
  A: -4.0%; B: -0.0157; C: -0.277; D: 0.000681; E: 1.55; F: -0.8%; G: 4.4; H: 821; I: -0.47; J: 930; K: 1.9%; L: i; M: i; N: 0.7; O: 3.2; P: 2.5; Q: 4.3
(7) CSc1cccc(NC(=O)CSc2nnc(C)s2)c1
  A: 4.0%; B: 0.452; C: -0.226; D: 0.421; E: -0.837; F: -1.3%; G: 4.8; H: 734; I: 0.72; J: 1302; K: -1.2%; L: i; M: i; N: -7.3; O: 1.7; P: 1.4; Q: 1.1
(8) Cc1c(NC(=O)CSc2nncc3ccccc23)c(=O)n(-c2ccccc2)n1C
  A: 12.2%; B: -0.321; C: -0.262; D: 0.0998; E: 0.152; F: 5.2%; G: -11.5; H: 703; I: -0.09; J: 1251; K: 3.4%; L: i; M: i; N: -5.9; O: 3.5; P: 1.3; Q: 6.5
(9) COc1c(F)c(F)c(C(=O)O)c(Nc2cccc(C)c2)c1F
  A: -78.7%; B: -0.918; C: -0.197; D: -0.565; E: 0.605; F: -1.8%; G: -29.2; H: 757; I: 0.3; J: 1152; K: 4.1%; L: i; M: i; N: 18.8; O: 2.1; P: 2.7; Q: 3.5
(10) Cc1cccc(Oc2nc(-c3cccc([N+](=O)[O-])c3)nc3ccccc23)c1C
  A: 5.8%; B: -0.462; C: -0.259; D: 0.0881; E: 0.0985; F: -2.7%; G: nt; H: nt; I: -0.12; J: 1270; K: -1.6%; L: i; M: i; N: 9.0; O: 4.8; P: 1.8; Q: 3.0

Reprinted from the part before: two compounds, followed by the next part.
Screens by letter – A = M17LAP inhibition; B = Dynein transport; C = Dynein transport cytoplasmic EGFP; D = Dynein transport nuclear GR-EGFP; E = Dynein transport cell count; F = ER stress rescue; G = Hep lipid drop; H = Hep lipid drop cells 6.5 µM; I = Ins promoter up; J = Ins promoter up cell count; K = M1AAP inhibition; L = Yfh1-off respiration; M = Autophagy mod; N = Autophagy mod cell loss 18 h; O = MT stabilize HCS; P = MT stabilize HCS Hoechst-high %; Q = MT stabilize HCS cytotoxicity %
(9) COc1c(F)c(F)c(C(=O)O)c(Nc2cccc(C)c2)c1F
  A: -78.7%; B: -0.918; C: -0.197; D: -0.565; E: 0.605; F: -1.8%; G: -29.2; H: 757; I: 0.3; J: 1152; K: 4.1%; L: i; M: i; N: 18.8; O: 2.1; P: 2.7; Q: 3.5
(10) Cc1cccc(Oc2nc(-c3cccc([N+](=O)[O-])c3)nc3ccccc23)c1C
  A: 5.8%; B: -0.462; C: -0.259; D: 0.0881; E: 0.0985; F: -2.7%; G: nt; H: nt; I: -0.12; J: 1270; K: -1.6%; L: i; M: i; N: 9.0; O: 4.8; P: 1.8; Q: 3.0
(11) CCC(C)(NC(=O)c1ccccn1)C(=O)NC1CCCC1 (centres undefined)
  A: 6.3%; B: 0.845; C: 1.3; D: 1.58; E: -1.67; F: -0.5%; G: 27.2; H: 752; I: 0.24; J: 1216; K: 1.4%; L: i; M: i; N: 2.0; O: 1.8; P: 2.3; Q: 15.4
(12) NC(=O)C1=NOC(CNc2ncc(C(F)(F)F)cc2Cl)C1 (centres undefined)
  A: -8.2%; B: -1.54; C: -0.138; D: -0.76; E: 1.16; F: -0.4%; G: 15.0; H: 824; I: 0.41; J: 887; K: -0.7%; L: i; M: i; N: -0.6; O: 1.1; P: 1.5; Q: 3.8
(13) CC(C)n1nc(C(=O)NCc2ccc3c(c2)OCO3)c2ccccc2c1=O
  A: -0.3%; B: 3.07; C: -0.139; D: 2.82; E: -3.13; F: 1.6%; G: -23.1; H: 738; I: -1.31; J: 1237; K: 10.0%; L: i; M: i; N: 12.2; O: 2.6; P: 1.4; Q: 13.7
(14) Cc1ccc(S(=O)(=O)Nc2ccc(N3CCN(C)CC3)nc2)cc1
  A: 4.7%; B: -0.798; C: -0.186; D: -0.455; E: 0.931; F: -0.1%; G: 11.6; H: 709; I: 0.89; J: 1436; K: 1.3%; L: i; M: i; N: 32.4; O: 3.7; P: 1.4; Q: 0.6
(15) Nc1ccccc1Oc1ncc(C(F)(F)F)cc1Cl
  A: -0.1%; B: -0.351; C: -0.0766; D: 0.0214; E: -0.0326; F: 0.6%; G: nt; H: nt; I: -0.46; J: 1558; K: 0.2%; L: i; M: i; N: -6.4; O: 0.9; P: 1.3; Q: 10.0
(16) CCN(CC)c1nc(-c2ccccc2)ncc1S(=O)(=O)c1ccc(C)cc1
  A: -8.1%; B: -0.644; C: -0.207; D: -0.257; E: 0.579; F: 7.3%; G: -81.2; H: 596; I: -1.7; J: 1411; K: 1.3%; L: i; M: i; N: 12.7; O: 4.6; P: 2.4; Q: 10.1
(17) COC(=O)COc1ccc(S(=O)(=O)NCCC2=CCCCC2)cc1C
  A: 1.1%; B: -0.88; C: -0.183; D: -0.17; E: 0.313; F: -1.2%; G: nt; H: nt; I: -0.42; J: 952; K: 3.9%; L: i; M: i; N: -1.7; O: 2.1; P: 1.5; Q: 1.3

Part of the list above, showing only Hep lipid drop cells 6.5 µM and Dynein transport nuclear GR-EGFP:
no.	SMILES	Hep lipid drop cells 6.5 µM	Dynein transport nuclear GR-EGFP
15	Nc1ccccc1Oc1ncc(C(F)(F)F)cc1Cl	nt	0.0214
16	CCN(CC)c1nc(-c2ccccc2)ncc1S(=O)(=O)c1ccc(C)cc1	596	-0.257
